# NLRP3 yeast inh – NALP3 inflammasome inhibitors in reconstituted yeast, primary screen, luminescence, uHTS; Yeast reconstituted NLRP3/ASC/caspase-1, beta-gal luminescence, 24 h; inhibition, % at 10 µM; 0.39% of 330,000 active; AID 2825, 2010;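 active = inhibition of 50% or more; inactive = inhibition below 50%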;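 also: plate controls were induced DMSO wells for no effect and uninduced yeast grown without galactose for full effect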
# Mdm2 MdmX PPI – inhibitors of human Mdm2-MdmX association, primary screen, cell-based, luminescence, split luciferase, SaOS-2, uHTS. SaOS-2 split-luciferase Mdm2/MdmX complementation. inhibition, % at 8 µM. 3% of 330,000 active. Protein Mdm4 (Homo sapiens) + E3 ubiquitin-protein ligase Mdm2 (Homo sapiens), …. AID 485346, 2010;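 active = inhibition of at least 50% at 8 µM in the primary screen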
# CHOP UPR activ – activators of apoptotic CHOP UPR arm, primary screen, cell-based, CHO-CHOP luciferase reporter, luminescence, uHTS. UPR activation; percent of tunicamycin response over DMSO baseline. activation, % at 10 µM. 0.34% of 330,000 active. AID 449763, 2010;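 active = at 10 µM dose, activation of 40% or more, normalized to positive control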;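 also: 100% = tunicamycin at 10 µg/mL and 0% = DMSO alone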
#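 measured by = luciferase luminescence | assay system = CHO-CHOP cells, stable luciferase reporter of PERK-eIF2a-CHOP signalling | amount = 500 reporter cells seeded per well | timing = 6 h compound exposure at 37 °C after overnight seeding | controls = positive tunicamycin 10 µg/mL, negative DMSO alone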
# tim23-1 inh – growth inhibitors of tim23-1 mutant yeast, primary screen, luminescence, uHTS. S. cerevisiae tim23-1 growth, BacTiter-Glo luminescence, 24 h. inhibition, % at 20 µM. 1.3% of 330,000 active. AID 463212, 2010;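 active = growth inhibition of the mutant yeast at or above 50%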;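 also: temperature-sensitive mutant grown at 25 °C; plate controls were DMSO-treated mutant yeast for no effect and medium wells lacking yeast for full effect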
# tim10-1 inh – growth inhibitors of tim10-1 mutant yeast, primary screen, luminescence, uHTS; S. cerevisiae tim10-1 ts strain growth, BacTiter-Glo, 24 h; inhibition, % at 20 µM; 2.2% of 330,000 active;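 active = inhibition of at least 40%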;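 also: mutant grown at 25 °C; 0% = DMSO wells with yeast and 100% = wells holding no yeast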
# APJ agonist – agonists of human apelin receptor APJ, primary screen, CHO-K1 cells, PathHunter beta-arrestin, luminescence; 0% DMSO wells, 100% apelin; activation, % at 20 µM; 0.11% of 330,000 active;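 active = activation more than six SD over the plate average, tested at 20 µM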;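 also: 0% = DMSO alone and 100% = apelin-13 at 10 nM; some results filed as inactive read as strong as hits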
# Target sequence (P35414 whole entry, looked up): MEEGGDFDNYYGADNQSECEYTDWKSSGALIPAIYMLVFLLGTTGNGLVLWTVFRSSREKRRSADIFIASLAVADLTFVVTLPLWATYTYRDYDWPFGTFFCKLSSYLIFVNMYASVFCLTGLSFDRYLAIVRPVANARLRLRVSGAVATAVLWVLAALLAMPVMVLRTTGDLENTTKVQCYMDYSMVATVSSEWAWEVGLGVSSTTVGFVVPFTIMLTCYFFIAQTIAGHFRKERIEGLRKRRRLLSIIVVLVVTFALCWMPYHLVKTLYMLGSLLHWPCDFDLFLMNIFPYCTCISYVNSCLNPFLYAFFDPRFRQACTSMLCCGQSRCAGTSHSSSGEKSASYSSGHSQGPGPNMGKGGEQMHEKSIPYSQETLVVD
#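 assay system = CHO-K1 APJ beta-arrestin complementation cell line | input = cell density 1000 per well | dosing = compound 20 µM once, DMSO 1% | timing = compound 90 min 25 °C, reagent 1 h | measured by = luminescence from split beta-galactosidase complementation, Galacton Star/Emerald II substrate | read-out basis = APJ agonist activity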
# GRIN3A LBD mod – binders of NR3A ligand-binding domain, primary screen, biophysical, differential scanning fluorimetry, uHTS | Glutamate receptor ionotropic, NMDA 3A (GRIN3A) ligand-binding domain | NR3A LBD differential scanning fluorimetry, Tm shift; 0% = protein alone, 100% = glycine-bound protein | Tm shift relative to glycine control, % at 25 µM | 2.5% of 340,000 active | AID 1259313, 2017;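 active = melting temperature shift of at least 10% of the positive control shift, at one fixed dose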
# UPR XBP1 act – activators of adaptive XBP1 UPR arm, primary screen, cell-based, CHO-XBP1 luciferase reporter, luminescence, uHTS; 0.33% of 330,000 active; activation, % at 20 µM; IRE1-XBP1 UPR activation; percent of tunicamycin response, DMSO as zero;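 active = versus positive control, 20 µM dose yields 30% or more activation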;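 also: 100% = tunicamycin at 10 µg/mL and 0% = DMSO only wells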
#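 Material: IRE1-XBP1 luciferase reporter CHO line / Quantity: one thousand reporter cells per well / Buffer or medium: F12 with 10% serum / Compound: 20 µM single concentration, DMSO 1% / Times: 6 h treatment, 37 °C / Detection: Steady-Glo luciferase glow luminescence, 10 min after reagent addition / Benchmarks: tunicamycin high, DMSO low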
# TIM10 inh – growth inhibitors of isogenic TIM10 control yeast, primary screen, counter-screen for tim10-1 yeast inhibitor project, luminescence, uHTS. AID 463195, 2010. S. cerevisiae TIM10 strain growth, BacTiter-Glo luminescence, 24 h. 1.4% of 330,000 active. inhibition, % at 10 µM;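 active = inhibition of 40% or more at the single tested concentration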;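 also: wild-type TIM10 isogenic control strain grown at permissive 25 °C; 0% = DMSO yeast wells and 100% = minimal medium wells without yeast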
# Active calls of the source: *.
SMILES,NLRP3 yeast inh,Mdm2 MdmX PPI,CHOP UPR activ,tim23-1 inh,tim10-1 inh,APJ agonist,GRIN3A LBD mod,UPR XBP1 act,TIM10 inh
COc1ccccc1OCc1nc(-c2cccc([N+](=O)[O-])c2)no1,36.6,8.8,0.2,15.8,8.9,-0.7,-2.8,-2.4,0.9
Cc1cc(C)n2ncc(C(=O)NCc3cccnc3)c2n1,12.2,18.1,-4.1,1.0,-10.4,1.3,0.5,-4.2,-4.7
CCOC(=O)/C(C#N)=C/c1c(OCC)n(CC)c2ccccc12,37.3,18.3,2.2,33.1,20.4,-3.4,-11.9,0.8,27.6
O=C(CC1OC(=O)c2ccccc21)NCC1COc2ccccc2O1 (centres undefined),16.8,3.7,-1.6,-7.5,-1.1,-8.3,1.8,5.3,22.0
COc1ccc(N2CCN(C(c3ccco3)c3sc4nc(C)nn4c3O)CC2)cc1 (centres undefined),5.3,19.5,1.8,-1.3,11.2,-1.7,-0.3,-0.5,-1.8
COc1ccc(OC)c(-c2cc(C(=O)Nc3cc(C)on3)no2)c1,7.5,30.1,0.6,-18.8,11.5,1.7,-0.7,5.4,-36.7
O=C(Nc1cccc(S(=O)(=O)NC2=NCCCCC2)c1)c1cccnc1Cl,12.2,18.3,0.9,3.3,-4.9,-1.0,-0.7,0.9,-4.2
CC(NC(=O)CCc1ccccc1)c1ccc2c(c1)OCO2 (centres undefined),-0.4,16.1,1.8,-2.8,-3.3,-3.4,0.6,-2.2,-0.3
CC(C)N(C(=O)CSc1nc2ccccc2n1Cc1ccccc1F)C(C)C,14.6,21.0,0.7,17.5,20.8,-9.7,-0.1,-0.7,28.6
O=C(O)COc1ccccc1/C=N/NC(=O)/C(=C\c1ccc2c(c1)OCO2)NC(=O)c1ccccc1,13.6,10.6,0.8,4.9,4.5,-0.5,190.5*,-3.8,15.1
Cc1ccc(C(=O)N/C(=C/c2ccc(Cl)cc2)C(=O)NCC2CCCO2)cc1 (centres undefined),13.1,0.9,-1.2,9.4,17.9,-3.5,-0.1,-1.8,11.9
COc1ccc(C)cc1NC(=O)c1ccoc1C,14.9,7.4,-3.9,11.4,11.3,-0.2,0.6,0.5,0.5
COc1ccccc1N=C1SCC(=O)N1c1ccccc1OC,0.1,-11.8,-0.9,11.7,-1.8,-3.1,1.5,-1.9,7.1
O=C(NC1(Cc2ccccc2)CCN(Cc2ccc(-c3ccccc3)cc2)C1=O)c1ccccc1 (centres undefined),39.7,63.2*,4.1,37.6,17.2,1.4,-2.7,-3.0,6.1
COc1ccccc1N1CCN(CC(=O)Nc2ccc(S(=O)(=O)N3CCCCCC3)cc2)CC1,8.8,24.6,-0.2,22.8,12.1,-3.9,-2.5,-2.1,21.2
CCCc1cc(=O)oc2cc(OC(=O)CN3C(=O)NC4(CCCC4)C3=O)ccc12,15.1,13.7,3.0,14.9,3.5,-9.7,0.3,2.0,11.6
COc1ccc(N2C(=O)c3ccccc3NC2c2ccc(OC)c(Cn3cc([N+](=O)[O-])cn3)c2)cc1 (centres undefined),0.5,-8.3,1.4,19.6,-5.6,-7.2,-0.1,4.0,14.7
CCSc1nnc(NC(=O)c2ccccn2)s1,54.9*,-5.4,19.1,6.1,32.2,-6.2,-1.2,2.9,16.5
NC(=O)c1cc([N+](=O)[O-])ccc1NCc1ccc(F)cc1,24.6,-6.7,1.5,13.6,7.3,5.8,-0.6,3.0,-2.9
O=C(C[n+]1ccc2ccccc2c1)c1ccc(NC(=O)c2ccccc2)cc1,20.3,25.8,-1.3,21.7,24.8,-2.7,-2.2,1.9,30.6
O=C(CCN1CCCCO1)N1CCCC(Nc2cccc(F)c2)C1 (centres undefined),11.8,2.5,3.0,-0.9,-7.3,3.5,-0.4,-0.7,0.4
OC/C(Br)=C(\Br)CO,23.6,12.3,1.3,9.2,8.9,-3.1,0.1,1.2,-2.4
O=C(Nc1ccc(Oc2ccccc2)cc1)C1CCN(c2c3c(nc4ncnn24)CCC3)CC1,9.8,36.6,7.3,12.5,28.6,16.4,-12.6,7.2,2.7
O=C(O)c1ccc(N2C(=O)CC(N3CCC(c4nc5ccccc5[nH]4)CC3)C2=O)cc1 (centres undefined),-3.7,-2.2,1.7,4.5,-9.5,-2.0,-0.6,1.0,-14.9
CCOC(=O)N1CCN(Cc2nc(-c3cccs3)no2)CC1,-18.0,0.4,1.2,10.4,-6.2,-3.7,-0.4,1.3,-15.0
Cc1sc(NC(=O)CSc2ncn(-c3ccccc3)n2)nc1-c1ccccc1,20.8,-5.9,0.0,-1.7,37.5,0.2,-6.1,-2.2,17.8
CCCCn1c(=O)[nH]c(=O)c2c1nc(-c1cc3c(cc1Br)OCO3)n2C,14.6,12.2,-1.1,1.0,6.7,0.0,0.7,4.2,3.1
O=C(/C=C/c1c(F)cccc1Cl)NCc1ccco1,9.1,-1.4,1.5,23.0,4.4,-1.9,-9.7,-1.7,8.9

# Given with two lines to a compound: entries from further up.
# Under each structure – NLRP3 yeast inh, Mdm2 MdmX PPI, CHOP UPR activ, tim23-1 inh, tim10-1 inh, APJ agonist, GRIN3A LBD mod, UPR XBP1 act, TIM10 inh
COc1ccc(N2C(=O)c3ccccc3NC2c2ccc(OC)c(Cn3cc([N+](=O)[O-])cn3)c2)cc1 (centres undefined)
  0.5, -8.3, 1.4, 19.6, -5.6, -7.2, -0.1, 4.0, 14.7
CCSc1nnc(NC(=O)c2ccccn2)s1
  54.9*, -5.4, 19.1, 6.1, 32.2, -6.2, -1.2, 2.9, 16.5
NC(=O)c1cc([N+](=O)[O-])ccc1NCc1ccc(F)cc1
  24.6, -6.7, 1.5, 13.6, 7.3, 5.8, -0.6, 3.0, -2.9
O=C(C[n+]1ccc2ccccc2c1)c1ccc(NC(=O)c2ccccc2)cc1
  20.3, 25.8, -1.3, 21.7, 24.8, -2.7, -2.2, 1.9, 30.6
O=C(CCN1CCCCO1)N1CCCC(Nc2cccc(F)c2)C1 (centres undefined)
  11.8, 2.5, 3.0, -0.9, -7.3, 3.5, -0.4, -0.7, 0.4
OC/C(Br)=C(\Br)CO
  23.6, 12.3, 1.3, 9.2, 8.9, -3.1, 0.1, 1.2, -2.4
O=C(Nc1ccc(Oc2ccccc2)cc1)C1CCN(c2c3c(nc4ncnn24)CCC3)CC1
  9.8, 36.6, 7.3, 12.5, 28.6, 16.4, -12.6, 7.2, 2.7
O=C(O)c1ccc(N2C(=O)CC(N3CCC(c4nc5ccccc5[nH]4)CC3)C2=O)cc1 (centres undefined)
  -3.7, -2.2, 1.7, 4.5, -9.5, -2.0, -0.6, 1.0, -14.9
CCOC(=O)N1CCN(Cc2nc(-c3cccs3)no2)CC1
  -18.0, 0.4, 1.2, 10.4, -6.2, -3.7, -0.4, 1.3, -15.0
Cc1sc(NC(=O)CSc2ncn(-c3ccccc3)n2)nc1-c1ccccc1
  20.8, -5.9, 0.0, -1.7, 37.5, 0.2, -6.1, -2.2, 17.8
CCCCn1c(=O)[nH]c(=O)c2c1nc(-c1cc3c(cc1Br)OCO3)n2C
  14.6, 12.2, -1.1, 1.0, 6.7, 0.0, 0.7, 4.2, 3.1
O=C(/C=C/c1c(F)cccc1Cl)NCc1ccco1
  9.1, -1.4, 1.5, 23.0, 4.4, -1.9, -9.7, -1.7, 8.9
